Bioassay records as filed in PubChem.
L major viab: reduces viability of Leishmania major promastigotes. hit rate 9% among 200,000. resazurin fluorescence viability. inhibition, % at 10 µM; in the data active = inhibition above about 50%;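 note: promastigotes grown with compound for 44 hours at 28 °C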
PMI act: phosphomannose isomerase (human) activation; activation factor at 20 µM; P34949; purified human PMI, coupled resazurin fluorescence, 20 min; active compounds read high; 1 = vehicle control, 0 substrate-free wells; hit rate 0.005% among 190,000; AID 1214;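 active = activation factor of 2 or more at 20 µM, relative to plate controls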
Target sequence (P34949 whole entry, looked up): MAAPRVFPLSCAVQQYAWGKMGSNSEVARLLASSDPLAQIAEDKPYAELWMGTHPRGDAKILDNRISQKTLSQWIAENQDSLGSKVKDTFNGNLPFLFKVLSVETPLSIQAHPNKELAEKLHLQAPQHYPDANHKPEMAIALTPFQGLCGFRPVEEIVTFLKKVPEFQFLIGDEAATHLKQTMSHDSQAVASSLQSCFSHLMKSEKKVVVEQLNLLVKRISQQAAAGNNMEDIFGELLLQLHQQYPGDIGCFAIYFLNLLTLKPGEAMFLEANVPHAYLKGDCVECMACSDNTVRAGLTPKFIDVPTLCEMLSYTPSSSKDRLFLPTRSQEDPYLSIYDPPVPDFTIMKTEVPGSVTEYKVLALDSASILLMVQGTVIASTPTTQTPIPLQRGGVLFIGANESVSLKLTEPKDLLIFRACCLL
DTT redox prof: compounds producing H2O2 with reducing agent – biochemical, NIH compound library profiling, artefact control for MLSCN library redox annotation, primary screen; hit rate 0.03% among 200,000; activation, % at 10 µM; DTT-dependent redox cycling H2O2, phenol red/HRP absorbance; 100% = 100 µM peroxide control, 0% = buffer;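 active = activation of at least 50% relative to the plate's high and low controls in the primary single-dose screen; inactive = activation below 50%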;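 note: compound incubated with DTT at 0.8 mM final as the reducing agent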
S1P3 antagonist: antagonists of human S1P3 receptor | CHO S1P3 NFAT-BLA reporter, FRET fluorescence, antagonist mode | Q99500 | AID 485 | inhibition, % at 4.98 µM | hit rate 0.27% among 170,000;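 active = inhibition above the plate cutoff, the mean inhibition of test wells on that plate plus 3 SD, cut at about 28% in these data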;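 note: cells challenged with S1P at its EC80 of 0.8 µM; blue over green emission ratio from cleaved BLA substrate after 4 h stimulation; 0% = S1P-stimulated wells and 100% = unstimulated DMSO-only wells; some compounds past the cut are filed as inactive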
Target sequence (Q99500 whole entry, looked up): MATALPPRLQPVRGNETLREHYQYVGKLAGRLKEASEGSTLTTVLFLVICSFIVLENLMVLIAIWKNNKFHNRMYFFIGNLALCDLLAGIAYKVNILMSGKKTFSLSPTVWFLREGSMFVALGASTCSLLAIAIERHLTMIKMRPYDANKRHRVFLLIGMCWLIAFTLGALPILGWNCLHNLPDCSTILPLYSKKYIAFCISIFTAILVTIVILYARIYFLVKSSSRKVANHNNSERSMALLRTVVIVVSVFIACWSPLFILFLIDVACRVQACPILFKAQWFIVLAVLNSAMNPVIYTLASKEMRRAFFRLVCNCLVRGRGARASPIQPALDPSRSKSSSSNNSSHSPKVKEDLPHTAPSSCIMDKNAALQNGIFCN
TNAP inh no acc: TNAP (human) inhibition, acceptor-free conditions | hit rate 0.26% among 200,000 | P05186 | AID 1012 | inhibition, % at 20 µM | purified TNAP, CDP-star luminescence, 30 min;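 active = tissue-nonspecific alkaline phosphatase inhibition above about 50% at 20 µM in the single-dose screen, limit read from the data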;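 note: 0% = DMSO negative control and 100% = EDTA positive control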
Efa HMGR inh: blocks class II HMG-CoA reductase of Enterococcus faecalis. purified E. faecalis HMGR, NADPH absorbance 340 nm kinetic. hit rate 0.41% among 190,000. inhibition, % at 10 µM;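 active = inhibition above a set limit, the median over all tested compounds plus 3 SD, cut at about 9.5% in these data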;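 note: enzyme runs in reverse so mevalonate oxidation gives rising NADPH absorbance; 0% = complete reaction with DMSO and 100% = background rate lacking mevalonate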
Hsp70 act: Hsp70 transcriptional activation, primary screen. activation, % at 10 µM. HeLa Hsp70 promoter luciferase reporter, luminescence; scaled: vehicle 0, proteasome-inhibitor control 100%. hit rate 0.04% among 200,000;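 active = activation above the mean across all tested compounds plus 3 SD, cutoff set per campaign, cut at about 5.5% in these data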;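 note: 100% = MG132 at 30 µM as the positive control and 0% = DMSO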
PMI act hi M6P: PMI (human) activation, high substrate. P34949. coupled PMI enzyme assay, resazurin fluorescence, 20 min; active compounds read high; 1 = untreated enzyme, 0 = substrate-free blank. activation factor at 20 µM. hit rate 0.34% among 190,000;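 active = activation factor of 2 or more at 20 µM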
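Technique: Diaphorase-driven resazurin-to-resorufin fluorescence, excitation 544, emission 590 nm | Assay system: Human PMI in coupled enzyme assay | Times: Enzyme reaction with compound 20 min at room temperature | Medium: HEPES-buffered pH 7.4 with magnesium and detergent | Reagent: Mannose-6-phosphate 1.0 mM (near-saturating) plus 0.22 mM NADP+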
TNAP inh hi DEA: TNAP (human) inhibition, high acceptor | P05186 | purified TNAP, CDP-star luminescence, 1 M DEA | inhibition, % at 20 µM | hit rate 0.03% among 200,000 | AID 1135;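 active = over 50% inhibition of tissue-nonspecific alkaline phosphatase at 20 µM in the single-dose screen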;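 note: plate controls were DMSO wells for no effect and EDTA-quenched wells as full inhibition for full effect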
RAM network inh: blocks the yeast RAM network; S. cerevisiae dse1pr::URA3 reporter, 5-FOA growth OD615, 2 d; analog-sensitive cbk1-as2 kinase mutant strain; inhibition, % at 50 µM; hit rate 1.8% among 190,000; AID 868;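 active = inhibition above a set limit, 3 SD over mean compound inhibition, cut at about 8.4% in these data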;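 note: 0% = DMSO-only wells with no growth and 100% = 10 µM 1-NA-PP1 full growth; inhibition rescues growth on 5-FOA so higher OD means more RAM inhibition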
Active calls of the source: *; nt = no result given.

Start of the listing, in advance (3 entries):
SMILES	L major viab	PMI act	DTT redox prof	S1P3 antagonist	TNAP inh no acc	Efa HMGR inh	Hsp70 act	PMI act hi M6P	TNAP inh hi DEA	RAM network inh
C/C(=N\NC(=O)c1ccc(Cl)c(Cl)c1)c1ccc(Br)s1	11	0.9	0.5	-3	-12	-1	-0.4	1	0	3.2
CC(C)NC(=O)NC1C2CC3CC(C2)CC1C3 (centres undefined)	6	1	2.1	-32	-13	-2	-0.4	0.9	-4	0.3
CN(C)CCC1Sc2ccccc2Oc2ccccc21 (centres undefined)	100*	1.1	2.2	nt	-8	-9	0.1	1.1	-4	1.0

Results, from the start:
SMILES	L major viab	PMI act	DTT redox prof	S1P3 antagonist	TNAP inh no acc	Efa HMGR inh	Hsp70 act	PMI act hi M6P	TNAP inh hi DEA	RAM network inh
C/C(=N\NC(=O)c1ccc(Cl)c(Cl)c1)c1ccc(Br)s1	11	0.9	0.5	-3	-12	-1	-0.4	1	0	3.2
CC(C)NC(=O)NC1C2CC3CC(C2)CC1C3 (centres undefined)	6	1	2.1	-32	-13	-2	-0.4	0.9	-4	0.3
CN(C)CCC1Sc2ccccc2Oc2ccccc21 (centres undefined)	100*	1.1	2.2	nt	-8	-9	0.1	1.1	-4	1.0
Cc1ccc(N2CS(=O)(=O)/C(=C/N(C)C)C2=O)cc1	-4	1.2	-3.8	nt	2	-3	0.2	1.2	-7	0.0
CCN(CC)S(=O)(=O)c1ccc(NC(=O)COc2c(OC)cccc2OC)cc1	-7	0.9	1.3	-8	-1	-4	-0.1	0.9	-8	3.4
COc1ccc(-c2nnc(SCC(=O)Nc3ccc4c(c3)OCCO4)n2N)cc1OC	-5	1	-7.8	nt	-10	-4	-0.2	1	-2	-0.6
CO/N=C\CC(=O)Nc1ccc(F)cc1	-5	0.9	1.6	nt	-4	-4	-0.1	0.9	-3	-0.6
N=C1C(c2nc3ccccc3c(=O)[nH]2)=C(O)CN1CCc1ccccc1	60*	0.9	-1.1	18	-10	-4	-0.2	0.9	-6	4.2
O=C1CCc2cc(S(=O)(=O)NC(Cc3ccccc3)C(=O)NC3CCCCC3)ccc2N1 (centres undefined)	-8	1.1	-1.9	nt	5	-6	-0.3	1.1	-5	0.8
CCN(CC)c1ccc(NC(=O)CCCOc2cccc(C)c2)cc1	-6	1	0.9	4	-11	-1	-0.3	0.9	-5	-1.5
O=C1c2cccc3cccc(c23)C(=O)N1CCCCCc1n[nH]c(=S)o1	-9	1.1	1.2	-4	19	-1	-0.1	1.1	-6	2.5
Cn1cnnc1SCC(=O)OCN1C(=O)c2ccccc2C1=O	1	1	-0.9	-21	-8	-1	0.0	1	-2	0.9
COc1ccc(S(=O)(=O)NCc2ccc(C(=O)N3CCN(c4ccccn4)CC3)cc2)cc1	4	0.9	-0.1	-20	-6	0	-0.3	0.9	-4	0.2
O=C(COC(=O)c1c(F)cccc1F)Nc1ccc2[nH]c(=O)[nH]c2c1	-8	0.9	-0.1	-10	-8	-1	-0.2	0.8	-6	1.0
CS(=O)(=O)Nc1ccc(C(=O)N2CCc3ccccc3C2)cc1	-1	1	-1.1	3	1	-4	-0.1	1.1	-3	0.0
O=C(Cn1c2ccccc2c(=O)c2ccccc21)Nc1cccc(F)c1	1	1	0.5	-12	-8	0	-0.1	1	0	4.0
Cc1cc(-c2nn(-c3ccccc3F)cc2CNCCc2cnc[nH]2)c(C)s1	98*	0.9	0.8	5	-82	-2	-0.2	0.9	-7	0.6
O=C(Nc1ccc(Cl)cc1)N1CCCN(Cc2ccccc2F)C1	57*	0.8	0.0	nt	-17	0	2.7	0.9	-7	1.7
CN1c2ccccc2C(O)=C(C(=S)Nc2ccc(Cl)cc2)S1(=O)=O	-7	1	1.6	nt	-7	-4	-0.2	1	-2	2.7
CCOc1cccc(C(=O)Nc2cccc(-c3nc4ncccc4o3)c2C)c1	-4	0.9	0.9	13	-6	-1	-0.3	0.9	-1	7.1
CCOc1cc(S(=O)(=O)N2CCN(c3ccc(F)cc3)CC2)c(OCC)cc1-n1cnnn1	0	0.9	1.7	-29	-13	-5	-0.2	0.9	-8	4.2
Cc1cc(C)nc(-n2ncc3c2CC(c2ccc(C(C)C)cc2)CC3=O)n1 (centres undefined)	-2	0.8	-0.3	5	-16	3	-0.5	0.9	-1	1.8
CCN(C(=O)CSc1nc2cc(C(F)(F)F)ccc2n1Cc1ccccc1)C1CCS(=O)(=O)C1 (centres undefined)	98*	0.8	0.2	0	-5	0	0.3	0.9	-6	3.2
Cc1ccc(C)c(NC(=O)C2CCCN2C(=O)OC(C)(C)C)c1 (centres undefined)	-3	0.9	2.9	-10	-5	1	-0.4	0.9	-3	1.7
O=C(Nc1ccncc1)C1(c2ccccc2)CCCC1	8	1.1	0.1	22	-13	-3	-0.7	1	-9	-0.3
O=S(=O)(c1ccccc1)c1cnn2c(C(F)(F)F)cc(-c3ccccc3)nc12	4	1	1.4	nt	-8	2	-0.2	0.9	-4	1.3
COc1ccccc1OCC(=O)N/N=C/C=C/c1ccc([N+](=O)[O-])o1	100*	1.2	3.0	1	-11	-2	-0.3	1.3	6	2.8
O=C(Nc1ccc(N2CCN(C(=O)c3ccco3)CC2)c(Cl)c1)c1cc2ccccc2o1	96*	0.8	0.6	23	-2	-1	0.1	0.8	1	5.4
O=C(O)c1ccc(CNCc2ccccc2Cl)cc1	0	1	0.3	nt	-12	2	-0.2	1	-4	0.1
CCC(C)NC(=O)c1ccc(COc2ccccc2Cl)cc1 (centres undefined)	-7	1	1.6	nt	-9	-4	0.0	1	-4	2.0
CNC(=O)CSc1nnc(-c2ccccc2)n1C	-3	1	-0.4	-29	-2	0	-0.1	1	-5	1.4
CC1(C)C2CCC(C2)C1(C)NC(=O)CNC1CCCCC1 (centres undefined)	0	1.1	-0.3	-13	-9	-1	-0.1	1.1	-2	0.7
CC1(C)CC(=O)C/C(=N/NC(=O)c2ccc(-c3ccccc3)cc2)C1	6	1	-0.1	-3	-22	-7	-0.2	0.9	-2	2.3
CCc1cc2c(=O)[nH]c(Cc3ccc(OC)cc3)nc2s1	34	1	-0.8	-3	-2	-1	-0.4	1	-1	4.1
CCn1c(N)c(C(=O)NCCCOC)sc1=S	-8	0.8	1.4	-11	-15	-4	0.0	0.9	-5	0.9
COc1ccc(CNC(=O)CS(=O)Cc2nc(-c3ccc(C)cc3)oc2C)cc1 (centres undefined)	-1	1	-1.2	-28	-14	-8	-0.4	1	-7	8.1
CCc1cccc(CC)c1-n1c(SCn2nnc3ccccc3c2=O)nnc1-c1cccnc1	67*	1	0.3	nt	0	-3	-0.3	1	10	1.5
CCN1CCCC1CN(Cc1cc2ccc(C)cc2[nH]c1=O)C(=S)Nc1ccc(OC)cc1OC (centres undefined)	3	0.8	0.2	6	3	-7	-0.3	0.6	-2	1.2
COC(=O)CCC(=O)Nc1ccc(N=Nc2ccccc2)cc1	-6	0.9	-0.6	4	3	2	-0.2	0.9	4	5.7
Cc1nnc(NC(=O)c2ccc3c(c2)OCO3)s1	12	0.8	-0.6	2	3	0	-0.1	0.8	-3	0.4
COc1ccc(CNC(=O)Cn2nc(C(F)(F)F)c3c2CCC3)cc1	4	1	1.2	-14	-8	-2	-0.1	1	-2	0.7
CCOc1ccc(N(CC(=O)N/N=C/c2cc(Br)c(C)o2)S(C)(=O)=O)cc1	1	0.9	0.0	-8	-1	5	-0.1	0.9	-4	1.5
COCc1cc(C)nc(SCC(=O)Oc2ccc(Cl)cc2)c1C#N	2	1.2	-0.8	14	0	-2	0.4	1	-9	3.0
CC1CC(C)CN(C(=O)c2ccc3c(=O)n(Cc4ccc5c(c4)OCO5)c(=S)[nH]c3c2)C1 (centres undefined)	-2	1	2.3	nt	-5	1	-0.3	0.9	-2	0.7
Cc1onc(-c2ccccc2Cl)c1C(=O)N1CCN(C(=O)c2ccco2)CC1	-6	1	0.3	-25	-5	-8	-0.1	1	0	2.8
CCC(=O)c1ccc(-c2ccccc2)cc1	2	1	0.5	-2	-4	-6	-0.4	1	2	1.2
Cc1csc2nc(CNC(=O)c3ccco3)cn12	-4	0.9	1.1	-19	-6	2	-0.2	0.9	1	1.6
COc1ccc2oc(=O)c(C(=O)C[n+]3cccc(C)c3)cc2c1	-3	1.2	-0.3	-2	-1	2	-0.2	0.7	0	1.4
CCOc1cc(NC(=S)NCCCN2CCOCC2)c(OCC)cc1NC(=O)c1cccc(F)c1	1	0.9	-0.1	-15	-2	-3	-0.3	0.5	0	0.8
NC(=O)CCC(NS(=O)(=O)c1ccc(Cl)cc1)C(=O)NCc1ccc(Cl)cc1 (centres undefined)	60*	1.1	-0.7	-5	-6	-7	-0.2	1	-3	0.0
CC(=O)Nc1ccc(Nc2cc(C)nc3c(-c4ccc(Cl)cc4)cnn23)cc1	79*	0.9	0.3	-4	-19	-10	0.0	1.1	-2	3.1
Cc1cccc(NC(=O)CCn2cnnn2)c1	-3	1.1	-0.1	-26	-7	-8	-0.4	1.2	0	1.1
COCCNC(=O)C(c1ccc(C)o1)N(Cc1cccs1)C(=O)c1snc(C(N)=O)c1N (centres undefined)	-9	1	0.4	1	-13	-5	-0.3	1.1	-3	0.2
COc1ccc2cc(C(=O)C3CCCN(C(=O)c4cc(=O)n(C)c(=O)n4C)C3)ccc2c1 (centres undefined)	-11	1	-0.8	-4	-9	1	0.2	1	-5	1.0
CCC(Oc1ccccc1)C(=O)Nc1ccc(S(=O)(=O)Nc2cnc3ccccc3n2)cc1 (centres undefined)	-7	0.9	-1.3	nt	-8	-2	-0.4	0.9	-5	6.4
CSc1ncccc1C(=O)Nc1nc2ccc(F)cc2s1	28	1	0.0	-3	-11	-1	0.0	1	-7	2.4
O=C(Oc1ccccc1)c1ccc2nccnc2c1	-2	0.8	-8.1	-17	-3	-3	-0.4	0.9	-2	0.8
CC1CN(Cc2csc(-c3ccc(Cl)cc3)n2)CC(C)O1 (centres undefined)	12	1	-0.9	-5	-6	5	-0.1	1	-2	2.4
CCN(C(=O)C1CCN(S(=O)(=O)c2cccc3nonc23)CC1)c1ccccc1	1	1.1	-3.3	nt	0	-5	-0.3	1.1	-8	2.2
CCOC(=O)C1CCN(C(=O)CSc2ccc(Cl)cc2)CC1	3	1	0.4	nt	-6	-1	0.1	1.1	0	0.6

The list continues:
SMILES	L major viab	PMI act	DTT redox prof	S1P3 antagonist	TNAP inh no acc	Efa HMGR inh	Hsp70 act	PMI act hi M6P	TNAP inh hi DEA	RAM network inh
COc1ccc(/C(N)=N/OC(=O)c2cccc([N+](=O)[O-])c2C)cc1OC	3	0.9	0.3	nt	-4	-3	-0.2	1	-5	3.5
Cc1cnc(CN2CCc3c([nH]c4ccccc34)C2CC(C)C)[nH]1 (centres undefined)	24	0.9	0.5	0	-9	-3	-0.5	0.9	0	-1.1
Cc1ccccc1CNC(=O)CCc1ccccc1	-4	0.9	0.4	7	-6	-1	-0.1	1	-3	0.9
CCn1c(C)cc(/C=C2/SC(=S)N(CC(=O)O)C2=O)c1C	-6	1	0.7	-10	21	4	0.2	0.9	24	4.0
